# Screens from PubChem.
# esBAF inh: Bmi1 luciferase reporter increase in mESCs, primary screen, esBAF inhibitor project, mouse ES cells, Bmi1 luciferase knock-in, single point | AID 602393, 2012 | reporter increase, % at 12.5 µM | 24 h; 100% = twice the neutral-well signal | actives 2% (n = 350,000); in the data active means activation above about 40%;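 further: 0% = median of the plate's neutral control wells and 100% = double that signal; a rise in the Bmi1 reporter signal indicates esBAF inhibition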
# RAD52 anneal inh: RAD52 DNA annealing inhibitors, primary screen, biochemical, FRET, single point, set 2; DNA repair protein RAD52 homolog (Homo sapiens), P43351; actives 0.46% (n = 360,000); inhibition, % at 18.7 µM; recombinant RAD52 DNA annealing, FRET fluorescence;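 active means every replicate showing at least 50% inhibition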
# RAD54 branch: inhibitors of human RAD54 branch migration, primary screen, biochemical, fluorescence, single point | AID 602329, 2012 | actives 0.14% (n = 360,000) | inhibition, % at 10.4 µM | RAD54 Holliday junction branch migration, FAM/BHQ fluorescence | DNA repair and recombination protein RAD54-like (Homo sapiens), Q92698;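 active means mean normalized replicate activity at least 40 and at least half of replicates scoring 40 or more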;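 further: 0% = median of neutral control wells and 100% = median of positive control wells; inhibitors cause a drop in the FAM fluorescence signal; in these data hits start at about 50%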
# Target sequence (Q92698 whole entry, looked up): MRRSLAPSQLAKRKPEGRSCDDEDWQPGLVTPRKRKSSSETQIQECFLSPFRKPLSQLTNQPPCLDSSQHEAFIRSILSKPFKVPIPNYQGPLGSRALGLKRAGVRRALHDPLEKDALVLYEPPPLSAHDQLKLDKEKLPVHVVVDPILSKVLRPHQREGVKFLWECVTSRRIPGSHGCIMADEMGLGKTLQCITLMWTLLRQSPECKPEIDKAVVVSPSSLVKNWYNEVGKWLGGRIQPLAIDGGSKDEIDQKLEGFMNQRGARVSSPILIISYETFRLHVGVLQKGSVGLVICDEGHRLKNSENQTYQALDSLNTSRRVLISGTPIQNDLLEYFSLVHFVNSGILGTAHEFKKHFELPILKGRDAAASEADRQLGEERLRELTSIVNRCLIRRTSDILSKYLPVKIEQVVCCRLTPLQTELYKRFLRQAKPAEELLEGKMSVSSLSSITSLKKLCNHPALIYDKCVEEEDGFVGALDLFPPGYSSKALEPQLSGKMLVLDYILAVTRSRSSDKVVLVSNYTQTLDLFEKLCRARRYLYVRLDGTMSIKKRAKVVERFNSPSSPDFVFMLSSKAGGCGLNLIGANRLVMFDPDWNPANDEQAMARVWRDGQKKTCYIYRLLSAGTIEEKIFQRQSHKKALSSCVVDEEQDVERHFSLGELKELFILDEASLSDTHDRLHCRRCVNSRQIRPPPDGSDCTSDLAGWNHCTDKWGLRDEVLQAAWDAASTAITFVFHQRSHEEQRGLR
# Xi reactivation: activators of inactive X chromosome reactivation, primary screen, imaging, XiGFP fibroblasts, GFP high-content imaging, set 2; AID 743238, 2013; activation, % at 7.58 µM; XiGFP mouse fibroblasts, % GFP-positive cells imaging, 3 d; cells co-treated with 5-aza-dC sensitizer; scaled so ellipticine positive control = 100%; actives 0.055% (n = 360,000);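 active means mean normalized replicate activation at least 10% and every replicate at or above 10%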;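 further: 0% = median of on-plate neutral control wells and 100% = ellipticine 6 µM median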
#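 assay system = SV40-immortalized XiGFP fibroblast cells, line 68-5-11 | buffer or medium = DMEM plus 5-aza-dC sensitizer | doses = single-point pinned compound dosing | times = 3-day compound exposure, then 15 min fixation at room temperature | benchmarks = positive control ellipticine, 6 µM final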
# ARNT TACC3 PPI: disruptors of ARNT/TACC3 protein interaction, primary screen, biochemical, AlphaScreen, single concentration; Transforming acidic coiled-coil-containing protein 3 (Homo sapiens), Q9Y6A5; AlphaScreen His-ARNT PAS-B/GST-TACC3 binding, luminescence; TACC3 fragment carries E629A point mutation; inhibition, % at 9.99 µM; actives 0.66% (n = 390,000);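 active means mean inhibition of replicates at least 50% and at least half of replicates each reaching 50%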;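 further: 0% = complete ARNT plus TACC3 wells and 100% = ARNT alone without TACC3; many hits fall short of the cut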
# F508del corr: F508del CFTR correction, initial screen, CFBE line, single point; CFBE cells, YFP halide quenching; stimulated with forskolin plus potentiator P3; % fluorescence drop versus neutral controls; activity (quench increase), % at 7.58 µM; actives 0.36% (n = 350,000); AID 720511, 2013;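 active means mean added fluorescence quench of at least 8% versus neutral control, with both replicates also reaching 8%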;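 further: cells transiently co-express mutant CFTR-F508del with the halide-sensitive YFP; corrector assay measuring rescue of mutant channel to the surface after 24 h compound exposure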
# INS-1E GSIS act: GLuc luminescence reporter in INS-1E cells, primary screen for activators of glucose-dependent secretion of insulin. INS-1E GLuc reporter insulin secretion, 2-3 h. activation, % at 16.6 µM. actives 0.61% (n = 370,000). AID 743287, 2014;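 active means lowest replicate activation of at least 40%, so every replicate reaches that level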;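 further: 0% = median of neutral control wells and 100% = median of IBMX positive control wells; some compounds called inactive have numbers as strong as hits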
# ERAP1 HTS inh: human ERAP1 aminopeptidase inhibitors, primary screen, biochemical, single point, plate reader; recombinant ERAP1, Leu-AMC fluorescence, 60 min; inhibition, % at 10.7 µM; actives 0.15% (n = 340,000);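 active means mean replicate inhibition of at least 30%, or all replicates individually reaching that 30% level; inactive means mean below 30% and not every replicate reaching it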;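 further: 0% = neutral control wells and 100% = L-leucinethiol positive control wells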
# Active calls of the source: *; nt = no result given.
SMILES,esBAF inh,RAD52 anneal inh,RAD54 branch,Xi reactivation,ARNT TACC3 PPI,F508del corr,INS-1E GSIS act,ERAP1 HTS inh
O=C(NCc1ccccc1)[C@H]1[C@H](CO)[C@H]2Cn3c(cccc3=O)[C@@H]1N2Cc1ccccn1,-3.4,-5.5,-2.7,0.0,5.9,-0.7,4.8,1.2
Cc1cc(C)n2c(SC(C)C(=O)NC3(C#N)CCCCC3)nnc2n1 (configuration not stated),-7.3,-13.4,-4.2,-0.1,8.3,2.1,8.3,0.2
Cc1cc(C)n(C(=O)c2cc(F)c(F)cc2C)n1,nt,-14.9,nt,0.1,-8.6,-1.5,7.5,-2.7
COc1cc(CCc2ccc3c(c2)OCO3)oc(=O)c1,8.3,-8.1,5.3,nt,-6.7,3.8,1.1,3.5
CC1CCC(NC(=O)c2cccn2C)CC1 (configuration not stated),7.6,-0.3,5.8,0.0,-3.7,-1.2,-6.2,-1.8
Cc1nn(-c2ccccc2)c(Cl)c1C(=O)NCC(C)c1ccccc1 (configuration not stated),24.6,-22.6,-5.6,0.1,-2.5,-0.2,-4.1,3.1
COc1ccc2c(c1)C(=O)N(c1ccccc1OC)C(=O)C2,nt,-15.2,nt,nt,-0.1,-0.9,-1.6,-2.0
CCc1ncc(C)[nH]1,nt,1.8,nt,-0.1,nt,-5.7,16.0,-0.7
COC(=O)COc1ccc(S(=O)(=O)Nc2ccc(NC(C)=O)cc2)cc1,0.1,nt,4.3,nt,5.5,nt,-5.4,nt
C=CCCN(C1CCCC1)S(=O)(=O)c1ccccc1Br,-11.6,-14.8,-1.2,-0.7,12.3,1.7,-27.7,-0.1
CC(C)N(CCc1ccncc1)C(=S)Nc1cccc(Cl)c1,3.7,-12.7,nt,-0.2,-2.9,1.3,-19.8,1.4
NC(=O)C1CCN(C(=O)C2(NC(=O)Nc3cccc(F)c3)CCCCC2)CC1,-12.1,-5.5,5.4,-0.1,-8.0,-0.9,15.6,-3.3
Cc1cc(C)n(C(=O)COc2ccccc2C)n1,2.3,nt,3.3,nt,-5.8,nt,12.5,nt
COc1ccc(C=O)cc1Cn1c(=O)n(CCC(=O)NCc2ccco2)c(=O)c2sccc21,-4.3,-4.8,nt,0.0,-4.2,2.1,16.8,-0.4
CN1C(=O)c2cc(NC(=O)Nc3ccccc3)ccc2OC[C@H]2O[C@@H](CC(=O)O)CC[C@H]21,1.2,nt,4.8,0.1,nt,nt,1.8,nt
CN1C(=O)[C@H]2[C@@H](/C=C/c3ccccc3)N3C(=O)CN(CC4CC4)C(=O)[C@@]3(C)[C@H]2C1=O,8.7,-121.9,-1.9,0.7,-3.0,-1.2,nt,-6.0
CCNc1nc(NC(N)=S)nc(NC(C)(C)C)n1,nt,-2.9,nt,0.0,0.6,1.1,69.6*,-1.0
COc1ccc(S(=O)(=O)Nc2ccc3c(c2)[C@H]2C[C@H](CC(=O)N(C)C)O[C@@H](CO)[C@H]2O3)cc1,4.6,-10.4,-2.0,0.0,1.7,-0.9,1.3,-0.5
C/C(=N/NC(=O)c1cc(-c2ccc(Cl)s2)[nH]n1)c1ccco1,nt,-35.3,1.7,0.2,nt,-0.7,-3.0,nt
C[C@H]1CN([C@@H](C)CO)C(=O)c2cccc(NS(C)(=O)=O)c2O[C@@H]1CN(C)C,0.4,9.5,2.4,0.0,-3.5,-0.1,6.2,-0.3
O=C(Nc1nnc(S(=O)(=O)N2CCN(c3ccc(F)cc3)CC2)s1)c1ccccc1,36.5,-3.7,-14.7,0.0,-0.4,0.8,10.9,-1.5
Cc1ccccc1NC(=O)NCCCN1CCCC1=O,-8.2,-7.1,7.2,0.2,-3.7,0.6,13.9,2.4
CCCn1nnc(NC(=O)c2cccnc2Cl)n1,1.0,5.5,3.3,nt,nt,nt,-0.9,-9.3
CN(C)C(=O)c1ccc(-c2ccc([C@H]3[C@H]4CN(C(=O)C5CCCC5)CC(=O)N4[C@H]3CO)cc2)cc1,nt,8.1,nt,0.0,nt,-2.1,-0.8,1.0
CO[C@H]1CN(C)C(=O)c2ccc(NS(C)(=O)=O)cc2OC[C@@H](C)N(C(=O)C2CCCC2)C[C@H]1C,-6.4,2.3,-21.0,0.6,-8.3,0.9,-5.0,0.8

# New compounds follow:
SMILES,esBAF inh,RAD52 anneal inh,RAD54 branch,Xi reactivation,ARNT TACC3 PPI,F508del corr,INS-1E GSIS act,ERAP1 HTS inh
COCCCN(C(=O)c1cc(C)oc1C)c1c(N)n(CC(C)C)c(=O)[nH]c1=O,0.1,-23.3,4.8,0.1,-4.9,-0.6,-0.3,1.7
O=C(NCCCN1CCOCC1)c1cccs1,-0.8,nt,-0.1,nt,2.9,nt,18.7,nt
CCc1ccc(NCc2nc(-c3ccccc3)no2)cc1,nt,nt,-4.4,0.2,1.7,nt,-18.5,nt
Cc1cc(NS(=O)(=O)c2ccc(NC(=O)N[C@H](C(=O)O)C(C)C)cc2)no1,nt,-15.0,nt,0.0,-4.1,2.9,3.1,-0.8
O=c1ccccn1CCOc1ccccc1Cl,21.9,nt,-6.3,0.0,-14.5,nt,16.9,nt
CC(=O)N1c2ccc([N+](=O)[O-])cc2NC(=O)CC1C (configuration not stated),nt,nt,-17.7,0.1,3.7,nt,0.6,nt
Cn1c(NC(=O)c2ccccc2Br)cc(=O)n(C)c1=O,-6.8,-15.6,4.1,0.0,2.0,1.5,nt,1.1
CCOc1ccc(N2CC(C(=O)NCCCc3ccccc3)CC2=O)cc1 (configuration not stated),5.1,-15.8,5.6,0.0,2.6,0.8,-2.3,0.7
O=C(c1ccccc1)N1CCCCC1,-8.4,-11.5,-13.1,nt,-25.1,-1.6,9.0,-3.4
COc1cccc(C(=O)Cn2c(N3CCCCC3)nc3c2c(=O)n(C)c(=O)n3C)c1,-0.5,nt,7.5,nt,3.7,nt,14.0,nt
O=C(N=C1SC2CS(=O)(=O)CC2N1Cc1ccc(F)cc1)C1CC1 (configuration not stated),4.2,-4.2,-6.3,0.1,-3.3,1.7,nt,0.3
C/C(=N\Nc1ccc(Cl)nn1)c1ccccc1O,6.1,-8.3,-0.9,2.4,26.7,-2.0,-3.3,-0.2
Cc1ccc(O)c(CN(C)Cc2cc(C)ccc2O)c1,50.6*,9.1,5.5,0.5,-6.1,-3.6,nt,-15.6
COc1ccc(C2NC(C(=O)O)Cc3c2[nH]c2ccccc32)cc1OC (configuration not stated),1.2,nt,-0.7,nt,35.1,nt,13.0,nt
O=C(O)c1cc2ccc(O)cc2oc1=O,-3.6,-9.2,nt,0.3,nt,-3.4,4.8,nt
CC(=O)C1C(=O)CC(C)(O)C(C(C)=O)C1c1ccccc1 (configuration not stated),1.8,-11.2,-3.5,0.1,-7.0,-0.4,2.9,12.8
C[C@H](CO)N1C[C@H](C)[C@@H](CN(C)S(=O)(=O)c2ccc(F)cc2)Oc2ccc(NC(=O)NC3CCCCC3)cc2CC1=O,-3.6,15.9,9.7,0.8,-2.0,-1.3,11.4,-1.0
O=C(C1CC1)N1CC[C@@H]2[C@H](CO)Nc3ccc(-c4cccc(F)c4)cc3[C@@H]21,11.4,-20.4,-3.6,0.0,5.3,1.2,-36.4,0.4
Cc1cc(-c2nnc(SCC(=O)Nc3nc(-c4ccc(Cl)cc4)cs3)o2)no1,nt,-19.6,-3.7,-0.1,-3.8,0.9,20.0,5.7
C[C@@H]1CN([C@@H](C)CO)C(=O)c2cc(NC(=O)CCC(F)(F)F)ccc2O[C@H]1CN(C)Cc1ccc(C(F)(F)F)cc1,-5.2,1.1,-6.5,0.0,-2.9,0.3,-15.9,0.0
O=C(Nc1cccc([N+](=O)[O-])c1)c1ccccc1,11.3,-12.4,nt,0.1,-8.0,-0.6,4.0,-2.8
COc1ccc(N2CCN(c3ccc([N+](=O)[O-])nc3)CC2)cc1,nt,-9.6,nt,0.3,3.6,1.2,6.2,-2.0
CCCNC(=O)CN(C)S(=O)(=O)c1ccc(F)cc1,nt,nt,0.5,-0.1,-2.7,nt,-1.1,nt
C[C@@H]1CN([C@H](C)CO)C(=O)c2cc(C#CCc3ccccc3)cnc2O[C@H]1CN(C)Cc1ccccn1,0.5,32.2,-2.3,-0.8,4.7,-1.2,0.4,-2.0
C[C@H]1CN([C@@H](C)CO)C(=O)Cc2cc(NC(=O)CCN3CCOCC3)ccc2O[C@H]1CN(C)Cc1ccc(-c2ccccc2)cc1,1.8,-1.1,nt,0.2,nt,3.5,-1.2,2.1

# Following part:
SMILES,esBAF inh,RAD52 anneal inh,RAD54 branch,Xi reactivation,ARNT TACC3 PPI,F508del corr,INS-1E GSIS act,ERAP1 HTS inh
C[C@@H]1CN([C@H](C)CO)C(=O)Cc2cc(NS(C)(=O)=O)ccc2O[C@@H]1CN(C)CC1CC1,1.3,3.0,-4.5,0.1,1.5,1.7,3.6,0.6
C[C@@H]1CN([C@H](C)CO)C(=O)c2cccc(NC(=O)c3ccc(-c4nccs4)cc3)c2O[C@@H]1CN(C)C(=O)Nc1ccc(C(F)(F)F)cc1,13.0,19.2,-9.0,0.0,-2.6,1.1,-27.2,-1.1
C[C@@H]1CCCCO[C@H](CN(C)S(=O)(=O)c2cccs2)[C@H](C)CN([C@H](C)CO)C(=O)c2cc(NS(=O)(=O)c3ccccc3)ccc2O1,-2.1,6.3,5.0,0.1,-12.6,-0.3,-43.3,-7.2
CCOC(=O)C1=C(COC(=O)Cc2c(F)cccc2Cl)NC(=O)NC1C (configuration not stated),2.4,-9.3,1.0,0.2,33.9,-1.7,5.8,4.1
COc1cccc(NC(=O)N[C@@H]2CC[C@H](CC(=O)NCc3ccccn3)O[C@H]2CO)c1,-4.0,2.2,6.0,0.3,nt,-2.6,26.9,-1.0
O=C(c1cccc(Cl)c1)N1CCC(=O)N(C(CO)Cc2ccccc2)CC1 (configuration not stated),nt,-8.2,3.8,-0.3,-1.6,-0.6,nt,3.9
COc1ccccc1N1CCN(C(=S)Nc2cccc(C)c2)CC1,-16.7,-22.7,-5.0,0.3,2.6,1.8,-9.9,0.0
COc1ccc(-n2c(SCC(=O)Nc3nccs3)nc3c(c2=O)SCC3)cc1,2.0,-1.9,2.0,0.4,3.4,1.2,nt,2.4
COc1ccccc1/C=C1\SC(=S)N(CCC(=O)Nc2ccc(C(=O)O)c(O)c2)C1=O,nt,-12.3,nt,0.0,-0.8,0.8,-18.2,-38.8
CC(C)Cc1ccc(S(=O)(=O)Nc2ccc3[nH]c(=O)[nH]c3c2)cc1,-4.6,-3.6,-9.4,0.0,-2.7,-2.5,-1.1,0.0
COC(=O)c1ccc(CNC(=O)COC(=O)c2cc(Cl)nc(Cl)c2)cc1,3.9,-58.6,1.9,-0.1,-3.3,2.1,17.4,-3.0
Nc1ccc(S(=O)C(F)(F)F)cc1 (configuration not stated),nt,-16.2,nt,0.3,-1.7,-2.7,-9.2,-2.6

# Full records as entered above:
# COc1cc(CCc2ccc3c(c2)OCO3)oc(=O)c1 as listed: esBAF inh = 8.3; RAD52 anneal inh = -8.1; RAD54 branch = 5.3; Xi reactivation = nt; ARNT TACC3 PPI = -6.7; F508del corr = 3.8; INS-1E GSIS act = 1.1; ERAP1 HTS inh = 3.5
# COc1ccc(C=O)cc1Cn1c(=O)n(CCC(=O)NCc2ccco2)c(=O)c2sccc21 as listed: esBAF inh = -4.3; RAD52 anneal inh = -4.8; RAD54 branch = nt; Xi reactivation = 0.0; ARNT TACC3 PPI = -4.2; F508del corr = 2.1; INS-1E GSIS act = 16.8; ERAP1 HTS inh = -0.4
